Screening results: PubChem, several laboratories
CaV13 ICDI inh – Primary screen for inhibitors of IQ motif and Ca2+-dependent inactivation inhibitor domain binding in CACNA1D, Förster resonance energy transfer in living cells, …; HEK cells, CFP/YFP FRET ICDI-IQ, plate reader, 10 min; percent FRET-ratio fall versus neutral wells; inhibition, % at 12.3 µM; actives 0.098% (n = 340,000); AID 743397;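 active means mean replicate inhibition of at least 30% and at least 1% of replicates passing that level; inconclusive means only one of the two criteria is met; inactive means neither criterion is met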;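 further: 0% = median of the neutral control wells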
Cardio protect – modulators protecting cardiomyocytes from myocardial damage | H9c2 cardiomyocytes, H2O2 injury protection, ATPLite, 2 h | protection from H2O2 cell death, % at 20 µM | actives 0.63% (n = 360,000) | AID 588492;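 active means compounds giving at least 50% protection of heart cells from peroxide-induced death in the single-dose screen, raw or plate-pattern-corrected value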;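 further: 0% = DMSO wells with peroxide and 100% = DMSO wells without peroxide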
Vif imaging – blocks HIV Vif function. AID 602346. actives 0.35% (n = 340,000). HEK293T cells, Vif self-association by quenched fluorescence, imaging, 24 h. inhibition, % at 7.49 µM; in the data active means inhibition above about 50%, passing the limit was not always enough; inconclusive means no clear call, values can overlap the other calls; inactive means below about 31%; further: some results filed as inactive read as strong as hits
Granule exo inh – blocks lytic granule exocytosis | TALL-104 LAMP-1 surface exposure, flow cytometry; cells stimulated with thapsigargin and PMA | inhibition, % at 10 µM | actives 0.66% (n = 360,000);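 active means inhibition above about 55%, limit read from the data; inconclusive means no clear call, values can overlap the other calls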
aDG glyco up – alpha-DG glycosylation activation | Pro5-aDG cells, alpha-DG glycosylation AlphaScreen (IIH6); 0% Pro5, 100% B10-LARGE cell signal | activation, % at 10 µM | actives 0.22% (n = 360,000);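 active means activation of at least 8% versus controls, or a plate z-score of at least 8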;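 further: Pro5 are CHO cells carrying HIG-tagged alpha-DG that lacks glycosylation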
N-glyco inh – N-linked glycosylation inhibition | D54 ERlucT glycosylation luciferase reporter, 24 h; percent of 100 nM tunicamycin response | reporter increase, % at 12.5 µM | actives 0.23% (n = 360,000) | AID 588692;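 active means mean luciferase reporter signal, scaled so untreated is 0 and the glycosylation-blocking control 100, at or above a set limit in every replicate; inconclusive means mean reaches the limit but not every replicate does; inactive means mean below the limit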;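 further: luciferase carries N-glycosylation sites so blocking glycosylation raises the light; 0% = median of neutral control wells and 100% = median of 100 nM tunicamycin wells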
PDI inh – blocks human protein disulfide isomerase activity; P07237; PDI insulin aggregation turbidity, A650, 90 min; inhibition, % at 10 µM; actives 0.052% (n = 350,000);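 active means mean inhibition across replicates of 30% or more, whatever share of single replicates reach that level; inconclusive means mean inhibition below 30% while every single replicate reaches 30%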;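 further: absorbance from insulin aggregation driven by PDI reduction with DTT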
Target sequence (P07237 whole entry, looked up): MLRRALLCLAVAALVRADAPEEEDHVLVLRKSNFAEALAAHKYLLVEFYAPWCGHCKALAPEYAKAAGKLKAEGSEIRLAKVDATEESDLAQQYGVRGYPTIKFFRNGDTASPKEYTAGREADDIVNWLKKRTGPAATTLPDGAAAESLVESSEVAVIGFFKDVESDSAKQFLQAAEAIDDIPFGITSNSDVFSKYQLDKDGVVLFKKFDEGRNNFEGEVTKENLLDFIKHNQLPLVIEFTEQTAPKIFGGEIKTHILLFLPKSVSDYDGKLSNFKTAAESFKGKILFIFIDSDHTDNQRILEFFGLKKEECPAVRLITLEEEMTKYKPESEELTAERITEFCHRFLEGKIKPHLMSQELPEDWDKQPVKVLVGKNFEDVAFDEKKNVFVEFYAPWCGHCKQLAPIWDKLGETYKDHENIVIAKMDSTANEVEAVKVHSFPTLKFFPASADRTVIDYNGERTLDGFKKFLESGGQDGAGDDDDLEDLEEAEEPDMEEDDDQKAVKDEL
ABCB6 inh MLPCN – inhibitors of human ABC transporter ABCB6; Q9NP58; K562-ABCB6 porphyrin accumulation, flow cytometry, 1 h; active compounds read low; fluorescence ratio to DMSO, % at 10 µM; actives 0.19% (n = 360,000);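 active means fluorescence ratio to DMSO below 75%, the collection mean minus 3 SD; inconclusive means too few cells collected in the well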;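 further: signal is porphyrin accumulated inside mitochondria; 100% equals median channel fluorescence of DMSO control wells; lower ratio means ABCB6 inhibition with less porphyrin fluorescence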
m5-HT2A agonist – agonists of mouse serotonin 5-HT2A receptor (HTR2A). P35363. CHO-K1 mHTR2A beta-arrestin complementation, luminescence; percent of 30 µM serotonin response. activation, % at 7.6 µM. actives 0.66% (n = 360,000). AID 624169;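 active means activation above a run cutoff, the mean activation of all tested compounds plus 3 SD, cut at about 14% in these data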;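 further: 0% = plate median of compound wells and 100% = 30 µM serotonin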
Target sequence (P35363 whole entry, looked up): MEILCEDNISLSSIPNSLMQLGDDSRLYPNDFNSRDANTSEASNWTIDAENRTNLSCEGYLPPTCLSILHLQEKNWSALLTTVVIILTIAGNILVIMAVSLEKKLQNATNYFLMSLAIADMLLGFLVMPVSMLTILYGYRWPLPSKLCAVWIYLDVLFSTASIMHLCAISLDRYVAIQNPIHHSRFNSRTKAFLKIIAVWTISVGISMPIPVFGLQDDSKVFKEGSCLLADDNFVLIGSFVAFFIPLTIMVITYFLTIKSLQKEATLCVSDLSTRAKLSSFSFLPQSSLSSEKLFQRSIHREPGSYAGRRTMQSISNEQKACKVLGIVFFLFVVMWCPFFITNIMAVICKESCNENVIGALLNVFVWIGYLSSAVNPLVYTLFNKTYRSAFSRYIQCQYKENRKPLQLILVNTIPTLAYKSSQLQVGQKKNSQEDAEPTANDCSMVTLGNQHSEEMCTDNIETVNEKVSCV
iPSC survival up – increases survival of single human iPS cells; hiPSC single-cell survival, ATPlite luminescence; 100% = ROCK inhibitor wells, 0% = DMSO; survival enhancement, % at 20 µM; actives 0.044% (n = 360,000); AID 602274; in the data active means survival enhancement above about 18%;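 further: cells exposed to compounds for 16 hours before the ATP read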
Active calls of the source: *; ? = inconclusive; / = no result given.

[1] C(=N/n1c2ccccc2c2ccccc21)/c1ccco1
[2] Cc1[nH]c2ccc(Br)cc2c(=O)c1CN1CCOCC1
[3] O=C(Nc1ccc(Cl)cc1)Nc1nc(-c2ccccc2)cs1
[4] COc1ccccc1N(CN1CCCC1=O)C(=O)c1c(F)cccc1Cl
[5] O=C(c1cc(C2CC2)nc2ccc(Br)cc12)N1N=C(C(F)F)CC1(O)C(F)F (centres undefined)
[6] COc1ccc(-c2nc(NC(=O)c3ccccc3)sc2-c2ccc([N+](=O)[O-])cc2)cc1

Assay by compound	1	2	3	4	5	6
N-glyco inh	-1	4	-2	-1	-2	0
CaV13 ICDI inh	/	/	4	-7	-4	-7
Vif imaging	4	-12	-6	-12	3	4
Granule exo inh	2	0	22	-11	-1	2
m5-HT2A agonist	3	-3	12	0	0	1
PDI inh	4	4	-4	17	-9	17
iPSC survival up	-2.1	6.1	-1.4	1.0	1.9	2.0
Cardio protect	-6	8	-6	6	-22	2
aDG glyco up	-0.4	-0.2	0.2	0.1	0.0	-0.2
ABCB6 inh MLPCN	106	96	99	97	95	100

[7] C=CCNC(=S)NC1CC(C)(C)NC(C)(C)C1
[8] CCc1ccc(-c2cc(C)no2)cc1S(=O)(=O)N1CCN(c2ccc(OC)cc2)CC1
[9] CN1C(C(=O)NCc2ccc(OC(F)(F)F)cc2)CC2Cn3c(nc4ccccc43)C21 (centres undefined)
[10] O=C(Nc1cc([N+](=O)[O-])ccc1F)C1CC1
[11] CCCc1cc(=O)[nH]c(SCC(=O)Nc2ccc(OC(F)F)cc2)n1
[12] Cc1ccc(S(=O)(=O)N2CCN(Cc3cccc(F)c3)CC2)cc1

Assay by compound	7	8	9	10	11	12
N-glyco inh	3	1	1	0	3	-2
CaV13 ICDI inh	-2	-5	-6	-5	/	-5
Vif imaging	0	-5	0	2	-1	-3
Granule exo inh	12	5	5	0	-3	-1
m5-HT2A agonist	-2	-11	4	3	2	2
PDI inh	2	-3	-3	-3	0	11
iPSC survival up	-2.5	0.1	1.7	0.6	3.6	-0.6
Cardio protect	-2	-6	-2	-5	-1	0
aDG glyco up	0.4	-0.2	-0.2	-0.1	0.1	0.2
ABCB6 inh MLPCN	103	102	104	98	85	95

[13] Cc1cc(C)cc(N(CC(=O)NC2CCCCC2)C(=O)CNC(=O)c2ccco2)c1
[14] Cc1ccc(-c2nc3ncccc3o2)cc1NC(=S)NC(=O)c1ccco1
[15] Cc1cc(N2CCOCC2)n2ncc(-c3ccccc3Cl)c2n1
[16] CCC(C)(C)NC(=O)c1ccc2c(c1)OCCO2
[17] Cc1cc(F)ccc1NC(=O)CCc1ccc(S(=O)(=O)N2CCOCC2)cc1
[18] CC(=O)c1nn(-c2ccc(Br)cc2)cc1C(=O)c1ccccc1

Assay by compound	13	14	15	16	17	18
N-glyco inh	3	-1	-6	2	0	1
CaV13 ICDI inh	-4	-5	-4	1	-7	-6
Vif imaging	?	-6	-10	6	0	-2
Granule exo inh	-3	-2	-13	0	2	-1
m5-HT2A agonist	4	0	0	0	0	2
PDI inh	7	4	3	3	2	-3
iPSC survival up	-0.4	2.2	0.2	-0.6	1.9	0.9
Cardio protect	-2	5	-7	15	-14	-10
aDG glyco up	0.0	-0.3	0.0	0.1	-0.2	0.9
ABCB6 inh MLPCN	97	88	101	103	99	105

Arranged by number of heavy atoms (rising): some entries from above.
[16] CCC(C)(C)NC(=O)c1ccc2c(c1)OCCO2
[15] Cc1cc(N2CCOCC2)n2ncc(-c3ccccc3Cl)c2n1
[17] Cc1cc(F)ccc1NC(=O)CCc1ccc(S(=O)(=O)N2CCOCC2)cc1

Assay by compound	16	15	17
N-glyco inh	2	-6	0
CaV13 ICDI inh	1	-4	-7
Vif imaging	6	-10	0
Granule exo inh	0	-13	2
m5-HT2A agonist	0	0	0
PDI inh	3	3	2
iPSC survival up	-0.6	0.2	1.9
Cardio protect	15	-7	-14
aDG glyco up	0.1	0.0	-0.2
ABCB6 inh MLPCN	103	101	99

(cont.)
[19] CSc1ccccc1C(=O)NCc1ccccc1
[20] FC(F)(F)c1cc(-c2ccco2)nc(-n2cnc3ccccc32)n1
[21] COc1ccc(NC(=O)c2cc(-c3ccccc3)on2)cc1
[22] CCOC(=O)/C=C1\SCC(=O)N1CC(=O)c1ccc[nH]1
[23] O=C(O)C[C@H]1c2ccccc2S(=O)(=O)N1C1CCCCC1
[24] O=C(CN(Cc1ccccc1Cl)C(=O)c1ccc(CN2CCOCC2)o1)NCc1ccccc1

Assay by compound	19	20	21	22	23	24
N-glyco inh	3	0	0	0	1	1
CaV13 ICDI inh	2	-7	10	-6	-9	-3
Vif imaging	10	6	6	8	2	-7
Granule exo inh	-1	-2	-3	-2	-1	0
m5-HT2A agonist	3	2	-4	1	0	-2
PDI inh	-4	-3	11	-6	-11	3
iPSC survival up	0.2	0.4	0.4	0.6	-2.5	0.6
Cardio protect	6	-3	0	-1	4	10
aDG glyco up	-0.6	0.1	-0.1	-0.1	-0.1	-0.3
ABCB6 inh MLPCN	93	90	95	102	97	97

[25] N#Cc1c(-c2ccccc2)nc(SCC(=O)Nc2ccc(OC(F)(F)Cl)cc2)[nH]c1=O
[26] Cn1c(SCCN2CCCC2)nnc1C1CCN(S(=O)(=O)c2ccc(F)cc2)CC1
[27] COc1ccc(-c2cn3c(C)c(C(=O)Nc4cccc(C)n4)sc3n2)cc1
[28] CCOCCn1c(CN2CCN(c3cccc(Cl)c3)CC2)nc2c1c(=O)n(C)c(=O)n2C
[29] CC(C)(C)C(=O)COC(=O)C1CC(=O)N(c2ccccc2)C1 (centres undefined)
[30] Cc1c(C(=O)N2CCCC2)oc2ccc(Br)cc12

Assay by compound	25	26	27	28	29	30
N-glyco inh	1	3	-4	-1	4	-1
CaV13 ICDI inh	-17	-5	-8	-1	-3	-7
Vif imaging	/	24	-10	1	11	-4
Granule exo inh	0	0	-9	-13	-6	-5
m5-HT2A agonist	1	8	4	-3	0	-1
PDI inh	-8	11	7	/	-11	1
iPSC survival up	1.5	0.1	-2.3	2.9	-1.7	0.9
Cardio protect	2	-5	29	-5	5	-6
aDG glyco up	0.0	0.0	1.2	0.2	0.0	0.7
ABCB6 inh MLPCN	93	97	97	92	102	91

[31] COCCNc1nnc(SCC(=O)Nc2nnc(-c3ccccc3)o2)s1
[32] COc1ccc(S(=O)(=O)NCc2ccncc2)cc1NC(=O)c1ccccc1C
[33] COc1ccc(CNC(=O)COC(=O)c2c[nH]c(=O)[nH]c2=O)cc1OC
[34] Cc1cccc(C(=O)OCC(=O)NNC(=O)c2cccs2)c1O
[35] COc1cc(C2NC(=O)NC(C)=C2C(=O)NCc2ccccc2)c(Cl)cc1O (centres undefined)
[36] COc1ccc(CCNC(=O)CCn2cccc2)cc1OC

Assay by compound	31	32	33	34	35	36
N-glyco inh	-2	1	1	0	2	1
CaV13 ICDI inh	-3	-7	-5	-15	-2	/
Vif imaging	2	-3	4	/	6	-12
Granule exo inh	3	-1	2	2	0	-8
m5-HT2A agonist	-6	4	5	6	-6	-6
PDI inh	25	-9	20	-1	19	8
iPSC survival up	-0.3	-0.4	-2.4	-0.4	2.9	4.9
Cardio protect	3	-4	0	3	-3	6
aDG glyco up	0.3	0.2	0.0	0.1	-0.1	0.5
ABCB6 inh MLPCN	96	99	102	96	103	97

[37] CCC(C)NC(=O)c1cc2cc3ccc(OC)cc3nc2o1 (centres undefined)
[38] Cc1cc(C)nc(/N=C(\N)N2CCc3ccccc32)n1
[39] COCc1cc(C)nc2sc(C(=O)Nc3ccccc3F)c(N)c12
[40] CC1=CCC(C(=O)O)C(C(=O)O)C1 (centres undefined)
[41] O=c1ccnc(SCCc2ccccc2)[nH]1
[42] CN(C)CCOc1cc(Cl)cc(Cl)c1

Assay by compound	37	38	39	40	41	42
N-glyco inh	2	4	-1	0	1	0
CaV13 ICDI inh	-4	-1	-4	-6	-1	12
Vif imaging	0	-6	-2	7	7	1
Granule exo inh	2	0	0	3	1	1
m5-HT2A agonist	7	2	9	0	-5	-5
PDI inh	6	5	2	3	3	-7
iPSC survival up	-0.6	-0.8	0.5	4.0	-0.3	-0.1
Cardio protect	1	3	0	6	5	8
aDG glyco up	0.1	0.3	0.4	-0.2	-0.2	0.0
ABCB6 inh MLPCN	325	99	94	99	98	103

[43] CCCc1c(-c2ccccc2F)ncn1Cc1ccccc1OC
[44] O=C(N/N=C/C1CCCCC1)c1cc(Cl)ccc1O
[45] COc1cccc(CN2C(=NC(=O)C3CC3)SC3CS(=O)(=O)CC32)c1 (centres undefined)
[46] C[C@@H]1Cn2cnc(C(=O)Nc3ccccc3)c2C(=O)N1
[47] CCn1ccc(C(=O)Nc2ccc3c(c2)CCC3)n1
[48] CN(C)S(=O)(=O)c1ccc(Cl)c(NC(=O)COC(=O)CN2C(=O)NC(C)(C)C2=O)c1

Assay by compound	43	44	45	46	47	48
N-glyco inh	/	-2	-2	2	-16	1
CaV13 ICDI inh	-9	-3	-5	-9	/	-4
Vif imaging	/	-6	25	-18	1	9
Granule exo inh	3	0	-1	1	0	0
m5-HT2A agonist	4	0	-3	-9	-2	0
PDI inh	/	10	-5	-2	0	-7
iPSC survival up	-0.5	-0.6	-0.3	-1.1	0.2	-1.1
Cardio protect	/	14	-3	-2	-6	0
aDG glyco up	0.2	-0.3	0.0	-0.2	-0.1	-0.4
ABCB6 inh MLPCN	120	93	95	100	102	98

[49] COc1cc2cc(CCCOC(=O)c3cccc(Br)c3)oc(=O)c2cc1OC
[50] Cn1nc(C(C)(C)C)cc1NC(=O)C1(C)CCN1C(=O)CCc1ccccc1 (centres undefined)
[51] CC1(C)Cc2c(ccc3ccccc23)C(NNC(=O)c2cccnc2)=N1
[52] O=S1(=O)C[C@@H](N2CCN(c3ccccn3)CC2)[C@H](COCc2ccccc2)N1

Assay by compound	49	50	51	52
N-glyco inh	0	-1	1	2
CaV13 ICDI inh	-8	-12	/	-4
Vif imaging	-5	/	/	?
Granule exo inh	6	0	19	-3
m5-HT2A agonist	-3	0	7	-1
PDI inh	-3	-1	11	-5
iPSC survival up	2.0	-2.3	1.6	-1.8
Cardio protect	6	-9	16	5
aDG glyco up	0.6	1.5	-0.1	0.1
ABCB6 inh MLPCN	98	95	191	90
